Compound activity from PubChem.
STEP block: STEP (human) phosphatase inhibition; P54829; recombinant STEP, OMFP fluorogenic substrate, fluorescence; inhibition, % at 20 µM; hit rate 0.25% among 360,000;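 active = inhibition at 20 µM, scaled per plate between control wells, above about 37%, limit read from the data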;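 note: 0% = DMSO with enzyme and substrate and 100% = substrate only without enzyme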
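Assay system: isolated STEP enzyme. Buffer or medium: pH 6.0 Bis-Tris with DTT and Tween 20. Also added: fluorogenic phosphatase substrate OMFP at 25 µM final. Dosing: 20 µM, 1% DMSO. Timing: 20 min reaction, room temperature, in the dark. Measured by: fluorescence intensity, excitation 480 nm, emission 540 nm. Evaluation: normalized % inhibition.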
PABP1 MLLE inh: blocks PAM2 peptide binding to the PABP1 MLLE domain. GST-MLLE / FITC-PAM2 fluorescence polarization. inhibition, % at 20 µM. hit rate 0.36% among 360,000. P11940; in the data active = inhibition above about 35%, passing the limit was not always enough;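 note: plate controls were DMSO wells with GST-MLLE for no effect and wells lacking GST-MLLE protein for full effect; some results filed as inactive read as strong as hits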
DNMT1 block: blocks human DNA methyltransferase DNMT1; P26358; DNMT1 molecular beacon, Hinp1I cleavage, fluorescence; inhibition (reported as % activation of signal), % at 10 µM; hit rate 0.83% among 360,000; in the data active = inhibition above about 50%
Target sequence (P26358 504-1616 limits assumed): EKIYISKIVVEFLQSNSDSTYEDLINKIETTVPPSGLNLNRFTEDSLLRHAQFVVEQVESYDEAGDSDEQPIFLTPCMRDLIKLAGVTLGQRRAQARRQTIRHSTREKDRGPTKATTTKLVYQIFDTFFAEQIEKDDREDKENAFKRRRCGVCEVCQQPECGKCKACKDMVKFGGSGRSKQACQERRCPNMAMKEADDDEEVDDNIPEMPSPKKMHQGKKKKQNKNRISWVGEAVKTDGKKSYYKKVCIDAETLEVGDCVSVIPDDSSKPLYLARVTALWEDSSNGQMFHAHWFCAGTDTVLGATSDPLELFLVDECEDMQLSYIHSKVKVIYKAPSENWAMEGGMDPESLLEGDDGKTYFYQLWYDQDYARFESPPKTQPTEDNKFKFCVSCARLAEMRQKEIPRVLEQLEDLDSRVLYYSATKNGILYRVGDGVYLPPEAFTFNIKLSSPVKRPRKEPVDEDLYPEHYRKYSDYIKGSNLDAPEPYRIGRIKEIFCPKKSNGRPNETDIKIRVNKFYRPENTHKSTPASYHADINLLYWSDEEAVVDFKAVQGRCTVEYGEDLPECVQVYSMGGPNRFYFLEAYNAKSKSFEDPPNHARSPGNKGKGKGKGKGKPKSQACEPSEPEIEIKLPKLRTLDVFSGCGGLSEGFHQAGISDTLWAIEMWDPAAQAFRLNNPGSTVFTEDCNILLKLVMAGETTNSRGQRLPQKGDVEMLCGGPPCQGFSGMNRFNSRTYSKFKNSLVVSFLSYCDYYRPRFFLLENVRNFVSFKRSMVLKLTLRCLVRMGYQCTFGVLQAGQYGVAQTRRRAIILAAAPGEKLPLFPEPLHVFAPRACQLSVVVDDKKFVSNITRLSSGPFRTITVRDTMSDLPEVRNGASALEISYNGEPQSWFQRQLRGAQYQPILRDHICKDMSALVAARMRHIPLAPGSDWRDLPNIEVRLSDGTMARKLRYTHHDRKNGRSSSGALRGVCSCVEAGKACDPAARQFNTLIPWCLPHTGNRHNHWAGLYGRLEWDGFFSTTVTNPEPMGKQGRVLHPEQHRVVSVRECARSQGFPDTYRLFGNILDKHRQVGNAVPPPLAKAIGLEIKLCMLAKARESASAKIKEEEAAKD
SUMO1 PPI mod: alters human SUMO1 binding to SIM partners; inhibition, % at 20 µM; hit rate 0.33% among 360,000; SUMO1 binding to a labelled peptide, TR-FRET, 1 h; AID 602429; P63165; in the data active = inhibition above about 37%
Rpn11 block: inhibitors of human proteasome Rpn11; AID 588493; calls only at 20 µM; O00487; hit rate 0.59% among 360,000; human 26S proteasome, Ub4-pepOG fluorescence polarization; 20S core pre-blocked with epoxomicin;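 active = inhibition at 20 µM, scaled to each plate's controls, above about 33%, limit read from the data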
Scp-1 inhibitor: Scp-1 (human) phosphatase inhibition; Recombinant Scp1, phosphopeptide, malachite green phosphate absorbance; Q9GZU7; hit rate 0.88% among 340,000; inhibition, % at 20 µM; AID 493091;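 active = inhibition above about 50% at 20 µM, limit read from the data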;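 note: plate controls were DMSO wells with enzyme for no effect and wells lacking enzyme for full effect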
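Test system: SCP-1 phosphatase catalytic domain, residues 76-261 | Compound dosing: One concentration, 20 µM, with 1.0% DMSO | Schedule: 45 min room-temperature reaction, 5 min colour, 30 min stabiliser | Detection: Absorbance at 630 nm | Read-out basis: % inhibition of SCP-1 phosphate liberation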
CSN inh: CSN deneddylation inhibition | Purified CSN, SCF-Nedd8-OG deneddylation, fluorescence polarization | inhibition, % at 12.5 µM | hit rate 0.38% among 360,000;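 active = pattern-corrected inhibition above about 35%, with an unprinted fluorescence ratio check between 0.5 and 1.5, limit read from the data, passing the limit was not always enough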;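 note: 0% = enzyme with substrate and 100% = substrate without enzyme; some results filed as inactive read as strong as hits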
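Detection – fluorescence polarization · System – HEK293T-derived human Csn5 enzyme · Controls – substrate-only high control, full reaction low control · Timing – 90 min, room temperature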
NadD inh: blocks S. aureus nicotinate mononucleotide adenylyltransferase. purified NadD enzyme, colorimetric absorbance read-out. hit rate 0.78% among 360,000. inhibition, % at 20 µM; in the data active = inhibition above about 26%; note: some compounds past the cut are filed as inactive
LMPTP inh: blocks human LMPTP phosphatase | AID 651560 | recombinant LMPTP-A, OMFP fluorogenic substrate, fluorescence intensity | P24666 | inhibition, % at 20 µM | hit rate 0.22% among 360,000;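 active = compounds that cut the enzyme signal by at least half of the control window in the single-dose screen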;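 note: plate controls were DMSO wells with enzyme plus substrate for no effect and substrate without enzyme for full effect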
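Assay system: LMPTP-A enzyme. Input: 0.625 nM LMPTP-A final. Probe or stimulus: 400 µM OMFP. Compound dosing: single 20 µM dose. Schedule: 50 min dark incubation at room temperature. Detection: fluorescence intensity of OMFP turnover product. Read-out: percent inhibition versus substrate-only and uninhibited controls. Benchmarks: no-enzyme low control, uninhibited high control.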
TbMetRS inhib: blocks T. brucei methionyl-tRNA synthetase activity. purified T. brucei MetRS, ATP depletion, Kinase-Glo luminescence. inhibition, % at 11.9 µM. hit rate 0.4% among 360,000;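 active = inhibition above a per-plate cutoff of the control wells' mean inhibition plus 3 SD, cut at about 5.5% in these data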;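 note: 0% = DMSO wells median and 100% = median of wells with control inhibitor compound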
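Measured by: Kinase-Glo luciferase luminescence reporting remaining unconsumed ATP. Material: purified T. brucei MetRS enzyme. Doses: 11.9 µM compound single dose, 0.9% DMSO. Medium: HEPES buffer containing pyrophosphatase, BSA, spermine, DTT. Times: 15 min preincubation, 2 h reaction, all 25 °C. Reagent: methionine, ATP and bulk E. coli tRNA.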
Active calls of the source: *; i = inactive; / = not tested or not shown.

SMILES	STEP block	PABP1 MLLE inh	DNMT1 block	SUMO1 PPI mod	Rpn11 block	Scp-1 inhibitor	CSN inh	NadD inh	LMPTP inh	TbMetRS inhib
CC(OC(=O)c1ccc(-c2ccc(O)cc2)cc1)C(=O)NC1CCCCC1C (stereo not drawn)	-1	0	2	5	i	-4	-2	-6	1.4	-0.4
CCN(C(=O)CN1CCN(Cc2ccccc2)CC1)c1c(N)n(Cc2ccccc2)c(=O)[nH]c1=O	-3	-5	0	0	i	5	-12	-5	-0.5	-0.4
Cc1ccc(N2C(=O)CC(C3CCCO3)C2=O)cc1 (stereo not drawn)	-1	-5	2	-1	i	-1	1	-5	-1.3	-1.1
CN1C(=O)C(C)(C)c2cc(S(=O)(=O)NCc3ccc(C(=O)NCc4ccco4)cc3)ccc21	-1	0	-2	10	i	-7	-8	-7	-1.7	-0.5
CSc1ccccc1NC(=O)COC(=O)Cc1ccsc1	-3	7	1	5	i	-8	-6	-5	-0.2	-0.2
Brc1cccc(CNc2nc3ccccc3n2CCN2CCOCC2)c1	2	-5	-1	1	i	-10	5	-2	5.3	7.5*
COC(=O)[C@@]1(C)[C@H]2C(=O)N(Cc3ccccc3)C(=O)[C@H]2[C@H]2CN=C(SC)N21	2	-20	5	0	i	16	-4	-1	-2.6	-0.7
Cc1nnc(SCC(=O)Nc2ccc(Cl)cn2)[nH]c1=O	4	13	1	1	i	-30	3	-2	-1.3	-0.3
CCOC(=O)/C(=N\Nc1ccc(Cl)cc1)c1csc(Nc2ccccc2)n1	1	11	-6	-1	i	-8	1	-8	5.4	-0.3
COc1ccccc1CNC(=O)c1c(-c2ccccc2)nn(-c2ccccc2)c1C	-1	-6	-1	0	i	-12	0	-3	0.4	0.1
CC1CCN(C(=O)/C=C/c2ccc(C(C)(C)C)cc2)CC1	-1	-10	-1	-4	i	-4	3	2	1.7	-0.6
COc1ccc(-c2csc(C(C)(O)c3cccc(F)c3)n2)cc1OC (stereo not drawn)	2	1	-10	-3	i	/	0	-9	0.7	-0.1
O=C(OCCN=C1NS(=O)(=O)c2ccccc21)c1cccnc1	-1	-9	0	-1	i	3	11	-3	0.2	-2.5
CCn1c(SCC(=O)Nc2cccc(O)c2)nc2c1c(=O)n(C)c(=O)n2C	2	-4	-2	13	i	-1	1	-1	0.5	-0.7
O=C(COc1ccc(F)cc1)N(Cc1cccc(Br)c1)C1CCS(=O)(=O)C1 (stereo not drawn)	-2	10	0	-7	i	-2	0	-2	-0.9	-0.2
CCNC(=O)C1(C)CCN(C(=O)c2cccs2)C1 (stereo not drawn)	-1	-3	2	1	i	/	4	-5	-2.0	-0.1
COc1ccc(C2CC(c3ccc(C)cc3)=NN2C(=O)c2ccccc2)cc1 (stereo not drawn)	2	14	-2	-4	i	-20	1	-6	6.7	-0.9
Cc1cccc(C)c1NC(=O)Cn1nc(-c2ccccc2)nc1-c1ccccc1	-21	6	11	4	i	0	-2	-6	0.3	-0.5
CCOC(=O)c1ccc(NNC(C)=O)c([N+](=O)[O-])c1	-4	-3	2	-23	i	-4	2	-3	0.4	-1.0
O=C(c1cccc(Br)c1)c1conc1C(=O)c1ccco1	-3	5	-1	-6	i	-10	2	-4	0.5	-0.6
CCC(=O)NCCCOc1ccccc1	-2	0	4	-1	i	-8	1	-2	-0.5	0.0
Cn1ccc(C(=O)N/N=C/c2ccccc2[N+](=O)[O-])n1	-1	5	-2	-27	i	-9	-5	-5	-1.0	-0.7
Cc1nc(C(C)(C)O)n(-c2ccccc2)n1	-1	5	6	-2	i	3	0	4	-1.3	0.5
COc1ccccc1NS(=O)(=O)c1ccc(Cl)cc1	-8	-5	0	1	i	11	1	-10	0.5	-0.3
O=C(C[n+]1ccccc1)N/N=C/c1ccc(C(=O)O)cc1	-2	13	1	-6	i	-8	-1	8	-3.6	-0.3
Fc1ccc(-c2ccc(CNCc3ccccn3)o2)cc1	1	11	-5	2	i	-10	-4	-4	-2.2	-0.2
O=C(CN1CCCCCC1)Nc1ccccc1[N+](=O)[O-]	-1	1	1	-21	i	1	1	-4	1.2	-0.5
COc1cc(CC(=O)OCC(=O)Nc2cc([N+](=O)[O-])ccc2Cl)cc(OC)c1OC	-2	5	-1	-26	i	2	0	2	0.9	0.5
COc1ccc(Cn2c(N)c(C#N)c3nc4ccccc4nc32)cc1OC	3	-14	14	38	i	-5	4	9	5.7	-0.1
COc1ccccc1Nc1nc(N)nc(CSc2nccc(C)n2)n1	-1	1	1	1	i	-3	2	-2	-1.9	-0.2

Entries of single compounds, quoted from the list. Order of screens: STEP block, PABP1 MLLE inh, DNMT1 block, SUMO1 PPI mod, Rpn11 block, Scp-1 inhibitor, CSN inh, NadD inh, LMPTP inh, TbMetRS inhib
COc1ccc(C2CC(c3ccc(C)cc3)=NN2C(=O)c2ccccc2)cc1 (stereo not drawn) across the screens: 2, 14, -2, -4, i, -20, 1, -6, 6.7, -0.9
Fc1ccc(-c2ccc(CNCc3ccccn3)o2)cc1 across the screens: 1, 11, -5, 2, i, -10, -4, -4, -2.2, -0.2
CCC(=O)NCCCOc1ccccc1 across the screens: -2, 0, 4, -1, i, -8, 1, -2, -0.5, 0.0

(continued)
SMILES	STEP block	PABP1 MLLE inh	DNMT1 block	SUMO1 PPI mod	Rpn11 block	Scp-1 inhibitor	CSN inh	NadD inh	LMPTP inh	TbMetRS inhib
COC(=O)c1cscc1S(=O)(=O)Cc1ccccc1	1	22	-2	1	i	1	-4	-4	-0.6	-1.1
CCCC(C(=O)Nc1ccc(S(=O)(=O)Nc2ncccn2)cc1)c1ccccc1 (stereo not drawn)	-2	-15	6	0	i	-12	0	6	-0.3	-0.2
COc1ccccc1NC(=O)c1ccc(NC(=O)CN2CCN(C(=O)c3ccco3)CC2)cc1	0	-3	-5	1	i	-1	-2	-1	0.0	-0.1
CC(C)N1CC(COc2ccc(Br)cc2)OC1=O (stereo not drawn)	-2	2	2	3	i	-4	3	-3	-1.2	-0.4
CCNC(=O)C1(C)CCN(C(=O)C(c2ccccc2)c2ccccc2)C1 (stereo not drawn)	3	3	-1	9	i	/	-3	-1	-0.8	-0.2
Cc1cc(C)cc(NC(=O)CCn2ccnc2)c1	0	4	0	0	i	-9	2	8	0.2	-0.5
Cc1nnc(NC(=O)CSc2nnc(CNC(=O)c3ccccc3)o2)s1	0	29	3	0	i	-3	1	1	-1.9	0.1
C/C=C(/C)C(=O)Nc1cccc(C2=NOC3(C2)C[C@@H](C(N)=O)N(C(=O)CC)C3)c1 (stereo partly drawn)	-2	7	6	3	i	4	-3	-4	-3.0	-0.1
COc1ccc2nc(C)cc(SCC(=O)N/N=C/c3ccccc3)c2c1	-4	-9	1	1	i	-10	9	-4	1.1	0.6
COc1ccc(C2=NS(=O)(=O)N(C)C(C(=O)N3CCC(C)CC3)=C2)cc1	-2	13	3	-13	i	-15	2	3	-0.7	0.2
COc1cccc2cc(C(=O)CS(=O)(=O)c3ccc(C)cc3)c(=O)oc12	1	1	6	-19	i	66*	-1	3	-0.5	0.5
O=c1cc(N2CCCCC2)c(-c2ccccc2)nn1Cc1ccc(F)cc1	3	1	-6	-1	i	3	2	-1	3.9	2.5
CCCC1C(=O)Nc2ccccc2N1C(=O)c1cccc(C)c1 (stereo not drawn)	-4	1	-15	2	i	7	-4	-3	-0.9	-1.5
Cc1cccc(NC(=O)C23CCC(C)(C2Br)C3(C)C)c1 (stereo not drawn)	0	-17	0	2	i	-6	-5	-2	-0.3	-0.6
NCCSC1CC(=O)N(c2ccc(Cl)c(Cl)c2)C1=O (stereo not drawn)	3	15	0	-3	i	3	-2	-1	-2.8	0.5

Sorted by value in DNMT1 block (descending): 3 from the list above.
Molecule,PABP1 MLLE inh,DNMT1 block,SUMO1 PPI mod,Rpn11 block,Scp-1 inhibitor,CSN inh,NadD inh,LMPTP inh,TbMetRS inhib
CCCC(C(=O)Nc1ccc(S(=O)(=O)Nc2ncccn2)cc1)c1ccccc1 (stereo not drawn),-15,6,0,i,-12,0,6,-0.3,-0.2
Cc1cc(C)cc(NC(=O)CCn2ccnc2)c1,4,0,0,i,-9,2,8,0.2,-0.5
CCNC(=O)C1(C)CCN(C(=O)C(c2ccccc2)c2ccccc2)C1 (stereo not drawn),3,-1,9,i,/,-3,-1,-0.8,-0.2

Following part:
SMILES	STEP block	PABP1 MLLE inh	DNMT1 block	SUMO1 PPI mod	Rpn11 block	Scp-1 inhibitor	CSN inh	NadD inh	LMPTP inh	TbMetRS inhib
COC(=O)c1scc(C)c1NC(=O)c1ccccc1F	-1	13	1	3	i	-4	2	0	-0.7	-0.6
COc1cc(C(=O)Nc2ccc(Nc3ccccc3)cc2)cc(OC)c1OC	0	6	-7	3	i	-8	-2	7	1.3	-0.3
CCN(CC(=O)NCc1cccs1)C(=O)c1ccc(OC)c(S(=O)(=O)N2CCOCC2)c1	1	-1	-3	0	i	-6	2	3	-0.6	0.5
CC(=O)C[C@H](O)CC(=O)[C@H]1OC(=O)CCCCCCc2ccccc21	-2	1	4	-2	i	-5	-3	-6	-1.2	-2.0
CCc1ccc(NC(=O)CN(N=Nc2nonc2C)c2nonc2C)cc1	-4	-12	0	4	i	-3	3	-9	1.0	-1.1
CNC(=O)C12CCC(C)(c3nc4cc(C)c(C)cc4nc31)C2(C)C (stereo not drawn)	1	6	2	-3	i	-6	5	-7	-1.0	-0.2
CC(C)N1CCc2c(sc(NC(=O)CCc3ccccc3)c2C(N)=O)C1	-4	-13	-10	-2	i	-5	11	-13	0.2	-0.6
Cc1ccc(-c2c(C(=O)N/N=C/c3ccncc3)nnn2-c2nonc2N)cc1	-3	23	3	-13	i	-2	3	-4	-0.8	-0.9
